TRPC6 activator – mouse TRPC6 channel activators, primary screen, cell-based, HEK293, membrane potential dye; Short transient receptor potential channel 6 (Mus musculus), Q61143; AID 2550, 2010; B-score at 10 µM; HEK293-TRPC6 membrane potential dye fluorescence; hits give high values; actives 0.13% (n = 310,000);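 active = B-score of the integrated fluorescence ratio above library mean plus 3 SD, and starting fluorescence ratio within library mean plus 5 SD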;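 note: higher score means more depolarization so channel activation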
MrgX1 ag – agonists of human MrgX1 receptor, primary screen, HEK293 cells, Fluo-4 calcium flux; Fluo-4 calcium fluorescence, agonist mode; hits give high values; B-score at 10 µM; actives 0.44% (n = 310,000); AID 588627, 2011;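 active = calcium response B-score plate-corrected fluorescence ratio at least 3 library SD, with starting fluorescence B-score inside 5 SD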
Target sequence (Q96LB2 whole entry, looked up): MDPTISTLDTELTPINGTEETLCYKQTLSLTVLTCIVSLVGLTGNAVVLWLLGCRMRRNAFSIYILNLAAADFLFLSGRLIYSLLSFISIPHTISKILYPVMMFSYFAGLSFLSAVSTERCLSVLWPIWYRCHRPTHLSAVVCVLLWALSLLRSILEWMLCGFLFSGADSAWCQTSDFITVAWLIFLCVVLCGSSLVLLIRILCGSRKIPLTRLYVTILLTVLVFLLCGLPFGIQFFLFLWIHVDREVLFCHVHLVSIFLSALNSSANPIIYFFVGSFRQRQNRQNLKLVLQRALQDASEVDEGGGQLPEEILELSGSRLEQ
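Assay system: MrgX1-expressing HEK293 cells / Amount: fifteen thousand cells per well / Doses: test compound in the initial addition of three / Timing: cells plated overnight, dye loaded 0.5 h 37 °C, 0.5 h room temperature / Technique: kinetic calcium dye fluorescence, Fluo-4 NW / Control set: positive and negative controls per plate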
HIF activator – HIF pathway transcriptional activators, primary screen, cell-based, U2OS HRE-luciferase, luminescence | activation, % at 7.5 µM (by protocol) | actives 0.32% (n = 300,000) | AID 1910, 2009 | U2OS HRE-luciferase reporter; normalized: DMSO 0%, desferrioxamine 100%;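 active = mean activation of at least 10% of the iron chelator positive control signal, with at least half of replicates also reaching 10%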
TRPC4 act – activators of mouse TRPC4 channel, primary screen, Fluo4 calcium, HEK293 TRPC4beta/mu-opioid cells; Short transient receptor potential channel 4 (Mus musculus), Q9QUQ5; Fluo4 calcium fluorescence; hits give high values; B-score at 10 µM; actives 0.49% (n = 310,000);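 active = B-score above 5 SD of library B-scores, and initial fluorescence ratio not above library mean plus 5 SD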;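 note: positive B-score marks a calcium rise read as TRPC4 activation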
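Incubation: 45 min room-temperature Fluo4 loading, 110 s read / System: HEK293 cells stably co-expressing mouse TRPC4beta and mu-opioid receptor / Signal: Fluo4 fluorescence, kinetic / Control set: buffer (low) and maximal DAMGO (high) / Measure: integrated baseline-normalised fluorescence ratio, converted to per-well B score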
MrgX1 antag – antagonists of human MrgX1 receptor, primary screen, HEK293 cells, Fluo-4 calcium flux; Mas-related G-protein coupled receptor member X1 (Homo sapiens), Q96LB2; BAM8-22 antagonism; hits give low values; B-score at 10 µM; actives 1.3% (n = 310,000);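 active = calcium-response B-score plate-corrected more than 3 library SD below zero, starting fluorescence within 5 deviations, no agonist response on first addition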;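 note: peak minus trough fluorescence over baseline after final BAM8-22 challenge near maximal dose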
AI-2 QS modul – Vibrio harveyi AI-2 quorum sensing modulators, primary screen, JMH597 strain, luminescence/OD600 ratio; AID 2094, 2009; Vibrio harveyi JMH597 AI-2 luminescence/OD600 ratio, 9 h; hits give low values; strain lacks LuxN and CqsS sensors; 0 = neutral-control median; actives 0.4% (n = 300,000); activity change, % at 7.5 µM; in the data active = activity change below about -75%, passing the limit was not always enough;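 note: luminescence divided by OD600 gain over 9 h not by final OD600 alone; inactives centre near 13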
PolyA inh – polyadenylation inhibitors in yeast reporter cells, primary screen, luminescence, S. cerevisiae. S. cerevisiae SKY197-pL101 polyadenylation reporter, beta-gal luminescence; efflux-impaired pdr1/pdr3 knockout yeast; score 100 = 6 SD above DMSO. calls only at 12 µM. actives 0.02% (n = 300,000). AID 1875, 2009;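 active = lowest replicate activity score at least 50, where 100 means six control SD above control mean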;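 note: yeast exposed to compound for 9 h at 30 °C; higher score means more reporter readthrough which indicates perturbed polyadenylation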
MrgX1 PAM – positive allosteric modulators of MrgX1, primary screen, HEK293 cells, Fluo-4 calcium flux; B-score at 10 µM; actives 0.63% (n = 310,000); FDSS; hits give high values; Mas-related G-protein coupled receptor member X1 (Homo sapiens), Q96LB2;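 active = plate-corrected calcium response at least 3 library SD above typical, normal starting fluorescence, not activating the receptor alone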;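 note: compound read alongside a low EC10 to EC30 dose of BAM8-22 agonist; peak minus trough fluorescence over baseline measured at the second addition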
TRPC4 PAM – positive allosteric modulators of TRPC4, primary screen, cell-based, mouse TRPC4beta, HEK293 mu-opioid, Fluo-4 calcium | Short transient receptor potential channel 4 (Mus musculus), Q9QUQ5 | DAMGO EC20, Fluo-4 Ca2+ flux; hits give high values | B-score at 10 µM | actives 0.42% (n = 310,000) | AID 2227, 2009;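 active = B-score of calcium response area above 5 SD of library B-scores, with initial fluorescence ratio within 5 SD of library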;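 note: B-score of integrated fluorescence ratio over time as area under calcium response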
TRPC4 inh – inhibitors of mouse TRPC4 channel, primary screen, Fluo4 calcium, HEK293 TRPC4beta/mu-opioid cells; DAMGO-evoked Fluo4 calcium flux; hits give low values; B-score at 10 µM; AID 2247, 2010; actives 0.39% (n = 300,000); Short transient receptor potential channel 4 (Mus musculus), Q9QUQ5;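 active = B-score over 3 SD under the library average, no early fluorescence shift, positive overall ratio signal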
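Assay system: TRPC4beta/mu-opioid receptor HEK293 cell line; compound dosing: single concentration per test compound; detection: Fluo4 Ca2+ flux fluorescence; evaluation: per-well B score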
TRPC6 inh – mouse TRPC6 channel inhibitors, primary screen, cell-based, HEK293, membrane potential dye | actives 1.1% (n = 310,000) | Short transient receptor potential channel 6 (Mus musculus), Q61143 | ACh-evoked depolarization; hits give low values | B-score at 10 µM;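 active = B-score under library mean minus 3 SD, initial fluorescence not abnormally high, positive integrated signal ratio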;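 note: B-score derived from integrated fluorescence ratio over the kinetic read; more negative B-score means stronger inhibition of depolarization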
An asterisk follows results filed as active; i = inactive; · = no result given. An excerpt; rates above refer to the full screens.

mol	TRPC6 activator	MrgX1 ag	HIF activator	TRPC4 act	MrgX1 antag	AI-2 QS modul	PolyA inh	MrgX1 PAM	TRPC4 PAM	TRPC4 inh	TRPC6 inh
CC(=O)Nc1ccc(S(=O)(=O)NCc2nnnn2-c2ccc(Cl)cc2)cc1	i	i	0.3	i	i	22	i	i	i	i	i
COc1cccc(NC(=O)CSc2ncc(S(=O)(=O)c3ccccc3)c(=O)[nH]2)c1	i	i	0.7	i	i	25	i	i	i	i	i
CCOC(=O)CSc1nnc(CNC(=O)c2ccc(OC)cc2OC)n1C	i	i	-0.4	i	i	27	i	i	i	i	i
Cc1c(CN2CCc3c([nH]c4ccccc34)C2C2CCCCC2)cnn1C (stereo not given)	i	i	0.1	i	i	29	i	i	i	i	i
CC(=O)C(Cc1ccc(Cl)nc1)Cc1ccc(Cl)nc1	i	i	0.2	i	i	16	i	i	i	i	i
Cc1ccc(C(=O)NCCNC(=O)CN2CCCC2)cc1	i	i	0.5	i	i	8	i	i	i	i	i
CCOC(=O)CCc1c(C)nc2c(c(C)nn2-c2ccccc2)c1C	i	i	0.5	i	i	22	i	i	i	i	i
Cc1cccc(C)c1OCC(=O)Nn1c(COc2ccccc2)nc2ccccc2c1=O	i	i	0.2	i	i	20	i	i	i	i	i
Cn1c(C(=O)NCc2cccs2)cc2c(=O)n(C)c3ccccc3c21	i	i	0.2	i	i	18	i	i	i	i	i
CC(C)CN(CC(C)C)CC(O)COc1ccccc1Br (stereo not given)	i	i	-0.2	i	i	12	i	i	i	i	i
Cc1ccccc1-n1nc2c(c1NC(=O)c1ccc(Br)o1)CSC2	i	i	-0.1	i	i	15	i	i	i	i	i
COc1ccccc1N(C)S(=O)(=O)c1ccc(C(=O)OCC(=O)NCC(F)(F)F)cc1	i	i	0.3	i	i	-8	i	i	i	i	i
COc1cc(NC(=O)CCc2ccccc2)nc(OC)n1	i	i	1.5	i	i	48	i	i	i	i	i
COc1ccccc1NCC(=O)n1nc(C)cc1C	i	i	-0.7	i	i	25	i	i	i	i	i
N#Cc1nc(COc2ccc(Br)cc2)oc1N1CCCCCC1	i	i	0.0	i	i	-9	i	i	i	i	i
CC(OC(=O)CCc1ccccc1)C(=O)Nc1ncc(Cl)cc1Cl (stereo not given)	i	i	0.5	i	i	23	i	i	i	i	i
CCc1ccc(NC(=O)Cn2c(SC)nc3ccccc32)cc1	i	i	0.1	i	i	-3	i	i	i	i	i
O=S(=O)(NCCc1c[nH]c2ccccc12)c1ccccc1	i	i	0.6	i	i	-19	i	i	i	i	i
C/C(=N\Nc1nc(-c2ccccn2)nc2ccccc12)c1ccc(F)cc1	i	i	0.1	i	i	14	i	i	i	i	i
COc1ccccc1/C=C/C=NC1C(=O)N(c2ccccc2)[N+](C)=C1C (stereo not given)	i	i	-0.2	i	i	13	i	i	i	i	i
Cc1ccc(NC(=O)CC2SCCNC2=O)cc1[N+](=O)[O-] (stereo not given)	i	i	0.5	i	i	7	i	i	i	i	i
CC1(C)NC(=O)N(CC(O)CN(c2ccccc2)S(=O)(=O)c2ccccc2)C1=O (stereo not given)	i	i	-0.4	i	i	36	i	i	i	i	i
Nc1ccc(C#Cc2c(-c3ccsc3)oc3ccc(N4CCOCC4)cc23)cc1	i	i	2.3	i	i	20	i	i	i	i	i
COc1ccc(NC(=O)/C(Cl)=C(/Cl)S(=O)(=O)Cc2ccc(C)cc2)cn1	i	·	-4.8	i	·	47	i	·	i	i	i
COc1ccc(CC(=O)Nc2nc(-c3ccc(F)c(F)c3)cs2)cc1OC	i	i	-0.1	i	-5.4*	14	i	i	i	i	i
CSc1cc(C)nc(N(C)C(C)=O)n1	i	i	0.1	i	i	38	i	i	i	i	i
O=C1c2ccccc2C(=O)c2cc(S(=O)(=O)Nc3ccccc3)ccc21	i	i	-0.5	i	i	14	i	i	i	i	i
Cc1cnn(Cc2cccnc2)c1N	i	i	0.1	i	i	-2	i	i	i	i	i
Cc1ccc(C(=O)Nc2cccc(C(=O)NCc3ccccc3)c2)cc1	i	i	0.4	i	i	14	i	i	i	i	i
CN1CCN(CC(=O)N/N=C\c2c[nH]c3ccccc23)CC1	i	i	0.1	i	i	9	i	i	i	i	i
CCOc1ccc(NC(=O)C(C)N2C(=O)c3ccccc3S2(=O)=O)cc1 (stereo not given)	i	i	-1.2	i	i	24	i	i	i	i	i
CCOC(=O)/C(=C\c1ccc([N+](=O)[O-])o1)NC(=O)c1ccccc1	i	i	-0.6	i	i	14	i	i	i	i	i
O=C(NCc1ccncc1)Nc1ccc(Cl)cc1Cl	i	i	2.2	i	i	33	i	i	i	i	i
CCc1nnc2sc(-c3cc(-c4ccccc4)nc4ccccc34)nn12	i	i	-0.4	i	i	12	i	i	i	i	i
Cc1nc(N(C)Cc2ccccc2)c2c(C)c(C)sc2n1	i	i	-0.1	i	i	·	i	i	i	i	i
CCN(CC)C(=O)CSc1nnc(-c2ccc(O)cc2)n1CC1CCCO1 (stereo not given)	i	i	-0.3	i	i	3	i	i	i	i	i
Cc1cccc(NS(=O)(=O)c2cccc(C(=O)NCC(c3ccco3)N(C)C)c2)c1 (stereo not given)	i	i	0.8	i	i	3	i	i	i	i	i
CC(C)c1nc2cc(C(=O)NC(c3cccnc3)C(F)(F)F)ccc2o1 (stereo not given)	i	i	0.9	i	i	25	i	i	i	i	i
CCCN(CCC)CCCNC(=O)c1cn(CCOC)c(=O)c2c1c1ccccc1n2C	i	i	0.1	i	i	10	i	i	i	i	i
C/C(=C\c1ccccc1)CN1CCC(C(=O)N2CCCCC2)CC1	i	i	-0.1	i	i	11	i	i	i	i	i
CCN1C(=O)CC(c2ccccc2)CC1=O	i	i	1.1	i	i	17	·	i	i	i	i
CCCc1nc2c(s1)CCc1onc(-c3ccc(Br)cc3)c1-2	i	i	-1.0	i	i	-4	i	i	i	i	i
O=C(COC(=O)CSc1ccc([N+](=O)[O-])cc1)NCc1cccs1	i	i	1.0	i	i	38	i	i	i	i	i
CCn1ncc2c(OCc3ccc(C#N)cc3)cc(C)nc21	i	i	-0.5	i	i	-2	i	i	i	i	i
Cc1ccc(N2CC(C(=O)N/N=C/c3c(F)cccc3Cl)CC2=O)cc1 (stereo not given)	i	i	-0.1	i	i	22	i	i	i	i	i

Laid out differently: 2 of the compounds above.
CCN1C(=O)CC(c2ccccc2)CC1=O
  TRPC6 activator: i
  MrgX1 ag: i
  HIF activator: 1.1
  TRPC4 act: i
  MrgX1 antag: i
  AI-2 QS modul: 17
  PolyA inh: ·
  MrgX1 PAM: i
  TRPC4 PAM: i
  TRPC4 inh: i
  TRPC6 inh: i

CCCc1nc2c(s1)CCc1onc(-c3ccc(Br)cc3)c1-2
  TRPC6 activator: i
  MrgX1 ag: i
  HIF activator: -1.0
  TRPC4 act: i
  MrgX1 antag: i
  AI-2 QS modul: -4
  PolyA inh: i
  MrgX1 PAM: i
  TRPC4 PAM: i
  TRPC4 inh: i
  TRPC6 inh: i

(next part)
mol	TRPC6 activator	MrgX1 ag	HIF activator	TRPC4 act	MrgX1 antag	AI-2 QS modul	PolyA inh	MrgX1 PAM	TRPC4 PAM	TRPC4 inh	TRPC6 inh
CCOC(=O)N1CCN(C(=O)Nc2sc3nc4n(c(=O)c3c2C)CCC(C)CC4)CC1 (stereo not given)	i	i	0.0	i	i	15	i	i	i	i	i
NC(=O)C1CCCN(CC(=O)N2CCN(c3ccccc3)CC2)C1 (stereo not given)	i	i	0.9	i	i	47	i	i	i	i	i
COC(CNC(=O)c1ccc2c(c1)nc(C)n2-c1cccc(C)c1)OC	i	i	0.3	i	i	13	·	i	i	i	i
Cc1nnc(NC(=O)CCCOc2ccccc2)s1	i	i	0.0	i	i	8	i	i	i	i	i
COc1ccc(/C=C2/C(=O)N(c3c(F)c(F)c(F)c(F)c3F)N=C2C)cc1	i	i	-13	i	i	29	i	i	i	i	i
COc1ccc(NC(=O)CC(NC(C)c2ccccc2)C(=O)O)cc1 (stereo not given)	i	i	0.4	i	i	24	i	i	i	i	i
O=C(CSc1ccccn1)Nc1cccc2ccccc12	i	i	0.1	i	i	16	i	i	i	i	i
CCCN1CCc2c(sc(NC(=S)NC(=O)c3ccccc3)c2C#N)C1	i	80*	6.4	i	i	12	i	i	i	i	i
O=C(CSc1ccsc1[N+](=O)[O-])Nc1cccc(F)c1	i	·	0.7	i	·	29	i	·	i	i	i
CC(=O)c1sc2nc(-c3ccco3)ccc2c1N	i	i	0.8	i	i	42	i	i	i	i	i
COc1ccc(-c2cc(C(=O)Nc3ccccc3SC)no2)cc1OC	i	i	-0.4	i	i	-6	i	i	i	i	i
c1ccc(COc2cccc(CNCc3cccs3)c2)cc1	i	i	0.7	i	i	-14	i	i	i	i	i
COc1ccc(NCCNc2ccc(OC)cc2)cc1	i	i	0.8	i	i	17	i	i	i	i	i
CCN1CCCc2cc(CN(CCN3CCOCC3)C(=S)Nc3ccccc3OC)ccc21	i	i	-0.5	i	i	35	i	i	i	i	i
CC(Sc1nc(N2CCCCC2)c2c(c1C#N)CCCC2)C(=O)O (stereo not given)	i	i	-2.6	i	i	44	i	i	i	i	i
O=C(Oc1ccccc1)c1ccc2c(c1)C(=O)N(Cc1ccncc1)C2=O	i	i	-0.4	i	i	5	i	i	i	i	i
CC(=O)c1ccc(N2CCN(C(=S)NCCCN(C)C)CC2)cc1	i	i	-0.9	i	i	-9	i	i	i	i	i
COc1ccc(C(=O)NCc2ccccc2OC)c(OC)c1	i	i	0.1	i	i	-14	i	i	i	i	i

From PubChem
